PKM2 act: PKM2 (human) enzyme activation; P14618; purified PKM2, Kinase-Glo ATP luminescence, activation; response scale: 0% is enzyme alone, no compound; Potency, µM (titrated, usually from 57.5 µM), for inactives: at the highest dose activation, usual class: activators; 260,000 compounds, 0.34% hits; also: potency is read from the fitted curve at half-maximal effect; % is scaled to controls: 0 for no effect and ±100 for the full control effect; nearly all actives have a fitted effect of over 55% in size
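Purified hPK-M2 (>95% pure) converted ADP (0.1 mM final) to ATP with 0.5 mM PEP in 50 mM imidazole pH7.2, KCl, MgCl2, Tween 20, BSA; 1 h at room temperature. ATP detected by Kinase-Glo luminescence.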
Mito fusion yeast: blocks mitochondrial division or promotes mitochondrial fusion | S. cerevisiae fusion-defective mutant growth rescue, CellTiterGlo 48 h | Potency, µM (titrated, usually from 46.1 µM), without a hit: at the top dose growth rescue (activation), most hits filed as activators | 320,000 compounds, 0.23% hits | AID 485298;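 also: potency is read from the fitted curve at half-maximal effect; % of control where 0% means no effect; nearly all actives have a fitted effect of over 45% in size; temperature-sensitive fusion mutants such as fzo1-1 at 37 °C on non-fermentable ethanol glycerol medium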
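S. cerevisiae fusion-defective temperature-sensitive mutants (e.g. fzo1-1, mgm1-5) grown 48 h at 37C in YPEG (ethanol/glycerol non-fermentable) medium with 23 nl compound per well; growth rescue read as CellTiterGlo luminescence.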
ELG1 repair inh: blocks ELG1-dependent DNA repair in HEK293T cells; HEK293T ELG1-luciferase reporter, luminescence, 16 h; DNA damage induced by 5-fluorouridine; Potency, µM (top dose mostly 46.1 µM), for the others: top-dose activity change, negative = inhibition, hits mostly inhibitors; 330,000 compounds, 2.3% hits; also: potency is read from the fitted curve at half-maximal effect; % is scaled to controls: 0 for no effect and ±100 for the full control effect; nearly all actives have a fitted effect of over 55% in size
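5-Fluorouridine DNA damage + compound/DMSO, 2,000 cells/well, 16 h, 37 °C/5% CO2. ONE-Glo, 30 min RT, luminescence. Readout = decrease in reporter signal.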
NPC1 promoter act: activators of NPC1 promoter; Huh7 NPC1 promoter luciferase reporter, 24 h; Potency, µM (series often up to 9.22 µM), for the others: at the top dose activation, actives largely listed as activators; 320,000 compounds, 2.4% hits; AID 485313;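 also: potency is read from the fitted curve at half-maximal effect; % of control where 0% means no effect; nearly all actives have a fitted effect of over 60% in size; reporter is driven by a mutant NPC1 promoter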
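In 1536-well qHTS, Huh7 cells harboring an NPC1 promoter–luciferase construct received compound for 24 h; activation was quantified by luminescence following luciferase reagent addition.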
Rab9 prom act: activates the Rab9 promoter. 320,000 compounds, 2.8% hits. Potency, µM (titrated, usually from 9.22 µM), for the others: at the top dose activation, negative = inhibition, most hits filed as activators. Huh7 Rab9 promoter-luciferase reporter, luminescence, 24 h. AID 485297; also: potency is read from the fitted curve at half-maximal effect; % of control where 0% means no effect; nearly all actives have a fitted effect of over 60% in size
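Rab9 promoter-driven luciferase in stably transfected Huh7 cells; 1500 cells/well rested 2 h, exposed to compound in DMSO for 24 h at 37 °C, 5% CO2. Luminescence read 10 min after adding luciferase reagent at ambient temperature.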
Gal4-VP16 FLuc: inhibits Gal4-VP16 luciferase reporter, ROR gamma counter-screen; Drosophila S2 Gal4-VP16 UAS-luciferase, luminescence, 20 h; Potency, µM (titrated, usually from 53.6 µM), inactives show top-dose activity, negative = inhibition, most hits filed as inhibitors; 310,000 compounds, 3.5% hits; AID 2546;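 also: Gal4-VP16 expression switched on by copper sulfate through the metallothionein promoter; potency is read from the fitted curve at half-maximal effect; % is scaled to controls: 0 for no effect and ±100 for the full control effect; nearly all actives have a fitted effect of over 50% in size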
MBNL1 CUG block: inhibitors of human MBNL1 binding to CUG repeat RNA | Q9NR56 | TR-FRET MBNL1-His/biotin-(CUG)12 binding, 665/545 ratio | Potency, µM (highest dose often 57.5 µM), for the others: at the top dose activity change, negative = inhibition, hits mostly inhibitors | 280,000 compounds, 0.036% hits; active = well fitted inhibition curve with a large enough effect in the signal ratio, with a control signal flat, not every such curve was filed as active; inconclusive = small, poorly fitted or top-dose-only effect, or effect the other way, or a change in a side signal; inactive = no such curve, though single readings can be large or run the other way; the % refers to the signal ratio; also: potency is read from the fitted curve at half-maximal effect; % is scaled to controls: 0 for no effect and ±100 for the full control effect
Target sequence (Q9NR56 whole entry, looked up): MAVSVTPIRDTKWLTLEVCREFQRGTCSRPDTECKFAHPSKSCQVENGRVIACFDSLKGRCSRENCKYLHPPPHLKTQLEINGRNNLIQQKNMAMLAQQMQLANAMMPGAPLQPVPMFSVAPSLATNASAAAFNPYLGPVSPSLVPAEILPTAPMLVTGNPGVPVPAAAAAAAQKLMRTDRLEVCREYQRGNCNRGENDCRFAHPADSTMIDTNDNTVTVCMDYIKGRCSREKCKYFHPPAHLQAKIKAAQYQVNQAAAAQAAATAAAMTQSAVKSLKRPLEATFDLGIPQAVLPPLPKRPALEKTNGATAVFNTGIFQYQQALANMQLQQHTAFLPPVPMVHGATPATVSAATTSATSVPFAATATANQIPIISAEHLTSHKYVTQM
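MBNL1-His + Biotin-(CUG)12, cpd titration 92 nM–58 uM; Tb anti-His Ab 0.055 ng/ul, SA-XL665 5 nM (final); 60 min RT; ratiometric 665/545 nm, Ex 340 nm; normalized to buffer and full-complex controls.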
Menin-MLL TR inh: displaces Texas Red mutant MLL peptide from human menin | O00255 | Menin + Texas Red MLL mutant peptide, fluorescence polarization | Potency, µM (top dose mostly 61.6 µM), without a hit: top-dose FP activity change, negative = inhibition, usual class: inhibitors | 270,000 compounds, 0.23% hits | AID 1768; active = well fitted inhibition curve with a large enough effect in the polarisation, with a control signal flat, not every such curve was filed as active; inconclusive = small, poorly fitted or top-dose-only effect, or effect the other way, or a change in a side signal; inactive = no such curve, though single readings can be large or run the other way; the % refers to the polarisation; also: potency is read from the fitted curve at half-maximal effect; % of control where 0% means no effect; many of its hits are not listed in these tables
Target sequence (O00255 whole entry, looked up): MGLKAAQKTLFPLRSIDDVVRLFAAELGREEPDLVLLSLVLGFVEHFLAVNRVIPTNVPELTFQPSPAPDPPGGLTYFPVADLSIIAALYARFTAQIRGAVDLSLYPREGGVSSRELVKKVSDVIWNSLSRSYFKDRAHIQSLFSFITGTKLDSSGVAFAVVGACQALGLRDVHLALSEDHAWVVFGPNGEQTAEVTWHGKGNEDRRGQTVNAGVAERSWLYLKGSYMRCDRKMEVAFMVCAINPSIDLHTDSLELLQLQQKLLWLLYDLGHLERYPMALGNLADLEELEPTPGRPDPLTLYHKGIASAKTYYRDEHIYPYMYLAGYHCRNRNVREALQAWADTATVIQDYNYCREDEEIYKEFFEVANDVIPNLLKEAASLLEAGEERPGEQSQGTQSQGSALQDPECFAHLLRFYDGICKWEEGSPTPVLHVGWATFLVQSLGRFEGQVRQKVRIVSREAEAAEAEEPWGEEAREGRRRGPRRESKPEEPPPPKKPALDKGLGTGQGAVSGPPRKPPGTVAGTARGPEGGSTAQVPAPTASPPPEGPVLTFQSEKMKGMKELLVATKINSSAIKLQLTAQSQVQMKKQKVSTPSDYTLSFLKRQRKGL
RORgamma inh: inhibitors of mouse ROR gamma transcriptional activity | Potency, µM (doses to about 53.6 µM), for the others: at the highest dose activity change, negative = inhibition, most hits filed as inhibitors | 310,000 compounds, 5.4% hits | Drosophila S2 Gal4-RORgamma UAS-luciferase reporter, 20 h; also: potency is read from the fitted curve at half-maximal effect; % is scaled to controls: 0 for no effect and ±100 for the full control effect; nearly all actives have a fitted effect of over 60% in size
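Using a luciferase readout, inhibitors were identified by reduced reporter activity in Drosophila cells coexpressing a copper-inducible Gal4–ROR gamma fusion and UAS-driven Photinus luciferase, incubated 20 hr after 700 uM copper sulfate.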
FLuc counter: firefly luciferase modulation, counter-screen for miR-21 project | P08659 | purified FLuc, Km substrates, luminescence inhibition | Potency, µM (top dose mostly 57.5 µM), without a hit: at the highest dose activity change, negative = inhibition, usual class: inhibitors | 360,000 compounds, 6.9% hits;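 also: potency is read from the fitted curve at half-maximal effect; plate controls were vehicle for no effect and reference inhibitor for full effect; nearly all actives have a fitted effect of over 55% in size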
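Biochemical qHTS of compounds, final roughly 60 µM downward over six points, against 10 nM purified firefly luciferase using Km concentrations of substrates (10 uM D-luciferin, 10 uM ATP) in Tris acetate pH 7.5 buffer; luminescence output.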
KCNH2 3.1 block: blocks the human KCNH2 3.1 channel isoform; U2OS KCNH2 3.1, thallium flux FluxOr; stronger effect = lower value; AID 720553; activity change, % (tested at about 1.8 µM); 340,000 compounds, 0.95% hits;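 active = maximum activity change below -70%; inconclusive = maximum activity change from -70% to -50%; inactive = maximum activity change above -50%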;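 also: thallium influx rate constant from kinetic fluorescence after stimulation buffer; % is scaled to controls: 0 for no effect and ±100 for the full control effect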
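Normalized rate constant (relative to positive and negative DMSO controls) derived from a 2 min kinetic fluorescence read after stimulation; U2OS cells expressing the 3.1 isoform via virus at 1.77 x 10^8 /mL.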
* hit, by the source's call; u = inconclusive; x = not tested or not shown; [ ] = dose if it differs, or a comment. Unless noted, calls follow the shape of the dose curve; as a rule, active = well fitted curve in the direction sought with a large enough effect; inconclusive = small, poorly fitted or top-dose-only effect, or another doubt; inactive = no such curve, though single readings can be large; an effect the other way counts as inactive or inconclusive. This is a subset; count on the stated rates, not on these rows.

SMILES,PKM2 act,Mito fusion yeast,ELG1 repair inh,NPC1 promoter act,Rab9 prom act,Gal4-VP16 FLuc,MBNL1 CUG block,Menin-MLL TR inh,RORgamma inh,FLuc counter,KCNH2 3.1 block
Cc1ccc(C(=O)C(NC(=O)c2ccco2)Nc2sc3c(c2C(N)=O)CCCC3)cc1 (stereo not given),-5%,-1%,8%,-3%,0%,5%,-2%,17%,u,u,x
CC(=O)Nc1ccc(S(=O)(=O)NC2(C(F)(F)F)C(=O)Nc3c2c(=O)[nH]c(=O)n3Cc2cccnc2)cc1 (stereo not given),5%,8%,-4%,-1%,-4%,0%,-12%,-7%,-2%,0%,-4
COc1ccc(F)cc1S(=O)(=O)Nc1ccc2c(c1)OCO2,-8%,-4%,-4%,-2%,1%,3%,-1%,4%,-23%,6%,2
O=C(NCc1ccccc1Cl)c1cccc(NC(=O)c2ccccc2)c1,-2%,24%,u,3%,10%,-12%,u,9%,22%,u,-4
Nc1cc(Cl)ccc1C(=O)OCC(=O)N1CCOCC1,-1%,1%,63%,14%,16%,-11%,x,x,2%,u,21
CCCNC(=O)C1CN(S(=O)(=O)c2ccc(Cl)s2)c2ccccc2O1 (stereo not given),x,12%,-1%,0%,0%,x,x,x,x,-1%,-7
CCOC(=O)C(C)n1nc(/C=C/c2ccccc2)ccc1=O (stereo not given),2%,-2%,27%,13%,-2%,2%,u,-17%,-22%,-4%,4
COc1ccc(N2CCN(Cc3nc4c(c(=O)[nH]c(=O)n4C)n3Cc3cccc(Cl)c3)CC2)cc1,-1%,6%,u,2%,-7%,-1%,2%,x,-3%,8%,-4
COc1cccc(NC(=O)N2CCN(c3cccc(C)c3)C(C)C2)c1 (stereo not given),5%,5%,21%,14%,12%,12%,0%,1%,26%,u,-10
CN(CC(=O)Nc1ccc(C#N)cc1)Cc1ccc(Cl)cc1Cl,-2%,24%,u,-1%,-9%,-29%,1%,9%,u,1%,-26
CC(c1ccco1)N(Cc1ccco1)C(=O)Nc1ccccc1 (stereo not given),-1%,1%,4%,0%,2%,-9%,6%,-7%,-29%,1%,8
CCOc1cc(CNCc2ccccn2)ccc1OCC(=O)NC(C)(C)C,-7%,-2%,u,2%,0%,-7%,-3%,5%,-1%,1%,-14
Nc1nc(SCC(=O)Nc2ccc(OC(F)(F)F)cc2)[nH]c(=O)c1NC(=O)c1ccc(Br)o1,-8%,-2%,6%,4%,6%,-23%,0%,x,u,-3%,x
Cc1ccc2cccc(S(=O)(=O)N3CCN(c4ccccc4F)CC3)c2n1,6%,20%,-12%,0%,-1%,-8%,u,-9%,24%,1%,35
COc1ccc(NC(=O)c2cc(C(=O)Nc3ccc(OC)cc3OC)cc([N+](=O)[O-])c2)c(OC)c1,-8%[11.5 µM],4%,12%,-5%,0%,1%,u,u,-24%,-6%,4
COc1ccc(N(Cc2ccc(N(C)C)cc2)C(=O)c2ccc(S(C)(=O)=O)cc2)cc1,6%,5%,9%,1%,2%,3%,-2%,u,2%,2%,2
C=Cc1cccc(NC(=O)COc2ccccc2)c1,6%,-2%,u,16%,-1%,0%,-9%,0%,u,u,-3
COc1cc(/C=N/NC(=O)CCNC(=O)c2ccccc2Cl)ccc1O,-7%,5%,6%,-2%,6%,10%,10%,-6%,-1%,-9%,-19
CCSc1nsc(NC(=O)Nc2ccccc2F)n1,-6%,-4%,u,2.8µM*,1.6µM*,-9%,6%,u,u,11µM*,1
COc1ccccc1CNC(=O)CCS(=O)(=O)c1ccc2c(c1)CCCN2C(C)=O,-6%,1%,-2%,-7%,-10%,6%,-11%,10%,-4%,-1%,-5
CSc1nnc(C)c(=O)n1COC(=O)COc1ccc2ccccc2c1,10%,-2%,9%,-3%,2%,-1%,-11%,11%,8%,-7%,-6
CC(NC(=O)NC12CC3CC(CC(C3)C1)C2)C1CCCO1 (stereo not given),-6%,2%,6%,1%,-1%,-4%,3%,-9%,4%,-10%,-6
COc1ccc(-c2cc3nc(C)cc(N4CC(C)CC(C)C4)n3n2)cc1 (stereo not given),3%,16%,u,2%,1%,u,-4%,20%,u,-15%,-5
C/C(CC(=O)Nc1cccc(Cl)c1C)=N\NC(=O)C(=O)NCC(C)C,-4%,8%,0%,-3%,-1%,4%,4%,0%,22%,-2%,-25
COc1nc(OCCNC(=O)Nc2ccccc2)nc(N(C)C)n1,-9%,-9%,u,0%,0%,2%,3%,2%,-3%,-10%,1
COc1ccc(C2CC(=O)C(C(c3ccc(O)cc3)C3C(=O)CC(c4ccc(OC)cc4)CC3=O)C(=O)C2)cc1 (stereo not given),15%,-5%,u,-3%,1%,4%,-5%,x,17%,-22%,x
Cn1cc(/C=N/NC(=O)c2cc3cc(Br)ccc3o2)c2ccccc21,0%,-2%,-9%,9%,5%,u,-4%,x,u,8.5µM*,-1
Cc1ccc(S(=O)(=O)CC(O)CN2CCCC2=O)cc1 (stereo not given),-2%,0%,-2%,2%,0%,-1%,0%,x,-31%,2%,5
O=c1c2ccccc2cnn1Cc1n[nH]c(=S)n1-c1ccccc1Cl,-2%,0%,1%,-4%,1%,5%,-11%,3%,-9%,0%,21
O=C(Cn1nnc(-c2ccccc2)n1)NCc1ccco1,-5%,1%,8%,-2%,4%,2%,-8%,3%,5%,0%,-10
C=CCn1c(CNC(=O)c2ccco2)nnc1SCC(=O)Nc1cccc(Br)c1,2%,-1%,14%,2%,2%,8%,3%,-10%,6%,-1%,-3
COc1ccc(OC(C)C(=O)Nc2ccc([N+](=O)[O-])cc2)cc1 (stereo not given),-1%,-1%,u,-2%,-3%,0%,u,31%[activator],u,-1%,-13
Cc1nc2ccc(S(=O)(=O)NC(CC(C)C)C(=O)O)cc2s1 (stereo not given),-6%,2%,3%,-1%,11%,-12%,-18%,u,26%,1%,-10
COc1cc(/C=N/NC(=O)c2ccccn2)ccc1OC(=O)c1cccs1,x,-7%,0%,u,21%,-4%,14%,x,-21%,13µM*,-3
CC1CCc2c(sc3[nH]c(=S)n(C)c(=O)c23)C1 (stereo not given),x,31%,u,12%,23%,0.89µM*,3%,56%[activator],0.56µM*,19µM*,32
CC(=O)Nc1ccc(NC(=O)C(=O)NCC(c2ccco2)N2CCc3ccccc32)cc1 (stereo not given),x,14%,u,0%,-12%,x,x,x,x,-2%,5
CN1CCN(CCOc2ccc(Cl)c(Cl)c2)CC1,-3%,0%,3%,-1%,-5%,-13%,u,-13%,1%,-3%,-3
Cc1ccc(S(=O)(=O)N2CCC(C(N)=O)CC2)c(C)c1C,21%,6%,x,x,x,19%,-15%,-29%,16%,4%,0
CCC1Sc2ccc(S(=O)(=O)CCC(=O)Nc3ccc(OC(F)(F)F)cc3)cc2NC1=O (stereo not given),x,-5%,u,1%,3%,u,-4%,37%[activator],-19%,6%,u
COc1ccc(CC(=O)NCCCc2ccccc2)cc1OC,x,0%,u,-1%,-1%,-4%,-1%,-21%,27%,0%,31
C=C(Cl)COc1ccc2c(CCC)cc(=O)oc2c1,u,12%,14%,-1%,24%,10%,3%,-2%,5%,-18%,x
